Bioassay records (PubChem BioAssay)
MgcRacGAP inhibition = MgcRacGAP GTPase-activating activity inhibitors, confirmation, biochemical, ADP Hunter fluorescence. 340,000 tested, 0.6% active. MgcRacGAP-stimulated Rac1 GTP hydrolysis, ADP Hunter fluorescence; higher % means a stronger effect; GST-tagged Rac1 F28L mutant substrate. Rac GTPase-activating protein 1 (Homo sapiens). AID 624330, 2012. one-dose inhibition, % at 30 µM; IC50 in µM for titrated hits;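 active means first-screen hits whose inhibition reached a set limit at any dose in the follow-up dose series; inconclusive means inhibition above the set first-screen limit but never retested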;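 further: fluorescence reports GDP produced by GAP-driven GTP hydrolysis; strong numbers were not always called active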
NS5 inhibitors = Dengue-2 NS5 methyltransferase inhibitors, primary screen, biochemical, confirmation dose response (AID 588689); Genome polyprotein (Dengue virus type 2 (strain 16681-PDK53)); Dengue-2 NS5 methyltransferase capping enzyme assay, biochemical; higher % means a stronger effect; inhibition, % at 25 µM; hits with a dose series show IC50 in µM; 340,000 tested, 0.3% active; in the data active means a potency from the dose series; inconclusive means inhibition above about 29% without an active follow-up result
AID2073 = inhibitors of Mint1-CaV2.2 protein interaction, biochemical, HTRF (AID 2073). inhibition, % at 20 µM, or IC50 in µM where a hit was titrated. 290,000 tested, 0.19% active. Voltage-dependent N-type calcium channel subunit alpha-1B (Homo sapiens). HTRF protein-protein interaction, Mint1-CaV2.2; higher % means a stronger effect; in the data active means inhibition mostly above about 51%, no sharp cut-off; inconclusive means no clear call, values can overlap the other calls; inactive means mostly below about 53%; further: some results filed as inactive read as strong as hits
SV40 large T antigen = SV40 large T antigen inhibitors, biochemical (AID 1903) | SV40 large T antigen ATPase/helicase inhibition assay; higher % means a stronger effect | inhibition, % at 20 µM, or IC50 in µM where a hit was titrated | 310,000 tested, 0.39% active; in the data active means a potency from the dose series; inconclusive means inhibition mostly from about 32% at the one dose, without a potency; inactive means the rest, 99 in 100 with inhibition below about 32%; further: strong numbers were not always called active
Siah-1 displacement = Siah-1 peptide-binding antagonists, primary screen, biochemical, fluorescence polarization, rhodamine-plectin, uHTS (AID 1817); Siah-1 / rhodamine-plectin peptide fluorescence polarization; higher % means a stronger effect; displacement, % at 20 µM; hits with a dose series show IC50 in µM; 290,000 tested, 0.02% active;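 active means displacement of at least 50% at 20 µM, with a fluorescence ratio check between 0.3 and a set limit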;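 further: plate controls were Siah plus tracer with DMSO for no effect and tracer alone without Siah for full effect; strong numbers were not always called active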
NTR1 agonist = agonists of NTR1, primary screen, imaging, U2OS cells, beta-arrestin-GFP, high content (AID 493036) | NTR1-U2OS beta-arrestin-GFP spot imaging, agonist mode | 330,000 tested, 0.17% active | Neurotensin receptor type 1 (Homo sapiens), P30989 | activation, % at 20 µM;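 active means activation at or above 40% of the spot to cytoplasm intensity ratio, with at least 20 cells analyzed; inconclusive means wells under 20 cells, flagged as cytotoxic or low count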;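 further: 0% = DMSO without peptide and 100% = 100 nM NTR1 peptide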
Target sequence (P30989 whole entry, looked up): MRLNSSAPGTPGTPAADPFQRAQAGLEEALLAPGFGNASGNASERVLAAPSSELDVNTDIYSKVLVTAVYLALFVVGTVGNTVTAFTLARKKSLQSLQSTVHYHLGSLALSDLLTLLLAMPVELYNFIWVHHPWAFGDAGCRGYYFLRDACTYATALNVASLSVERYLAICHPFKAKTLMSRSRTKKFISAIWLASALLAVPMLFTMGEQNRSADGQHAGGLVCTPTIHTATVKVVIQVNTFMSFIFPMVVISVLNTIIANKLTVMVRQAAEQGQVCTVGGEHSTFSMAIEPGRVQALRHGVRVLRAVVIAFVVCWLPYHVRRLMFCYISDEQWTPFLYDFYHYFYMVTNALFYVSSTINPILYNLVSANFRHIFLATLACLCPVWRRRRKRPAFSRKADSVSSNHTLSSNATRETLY
West Nile antiviral = West Nile virus antiviral activity, cell-based, CPE readout (AID 1621). West Nile virus-infected cells, CPE inhibition; higher % means a stronger effect. CPE inhibition, % at 10 µM, or IC50 in µM where a hit was titrated. 290,000 tested, 0.02% active; in the data active means a potency from the dose series; inconclusive means CPE inhibition mostly from about 3.7% at the one dose, without a potency; inactive means the rest, 99 in 100 with CPE inhibition below about 2.2%; further: strong numbers were not always called active
RSV antiviral HEp-2 = RSV antiviral activity via CPE protection, HEp-2 cells, primary 10 µM value included (AID 2391) | HEp-2 cells, RSV-induced CPE inhibition; higher % means a stronger effect | CPE inhibition, % at 10 µM, or IC50 in µM where a hit was titrated | 310,000 tested, 0.13% active; in the data active means a potency from the dose series; inconclusive means CPE inhibition mostly from about 23% at the one dose, without a potency; inactive means the rest, 99 in 100 with CPE inhibition below about 21%; further: strong numbers were not always called active
K1F lysis inhibition = inhibition of K1F phage lysis, E. coli UTI89, bacterial capsule biogenesis inhibitors, alamar blue (AID 488966); inhibition, % at 100 µM; hits with a dose series show IC50 in µM; E. coli UTI89 K1F phage lysis, alamar blue, 2 h; higher % means a stronger effect; 340,000 tested, 0.02% active;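 active means phage lysis inhibition, versus mean bacterial control, above a set limit; inconclusive means no clear call, values can overlap the other calls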;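 further: capsule biogenesis inhibitors block K1F phage lysis so surviving cells raise fluorescence; higher fluorescence means more inhibition of phage lysis; actives were called in the ten point dose series up to 300 µM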
NTR1 agonist cell count 20 µM = recorded beside NTR1 agonist, whose call it bears; cell count; measured here: cell count, cytotoxicity flag
NS5 inhibitors pilot replicate = also measured in NS5 inhibitors; calls as there; inhibition, %; measured here: pilot screen replicate inhibition
Starred values were filed as active, the others as inactive; ? = inconclusive; · = no result given; [ ] = another dose, or the depositor's remark.

SMILES | MgcRacGAP inhibition | NS5 inhibitors | AID2073 | SV40 large T antigen | Siah-1 displacement | NTR1 agonist | NTR1 agonist cell count 20 µM | West Nile antiviral | RSV antiviral HEp-2 | K1F lysis inhibition | others
O=C(NCCN1CCOCC1)C1CCC(CNS(=O)(=O)c2ccccc2)CC1 (stereo unspecified) | 9% | -4% | -5% | 5% | -4% | 3.3 | 62 | 0.1% | -0.2% | 0.2%
CN(C)C(CNC(=S)Nc1ccc(Cl)cc1)c1cccnc1 (stereo unspecified) | 14% | -5% | -10% | 8% | 9% | -0.6 | 81 | 0.0% | 3.4% | 0.1%
O=C(Nc1nnc(-c2ccc(Br)cc2)o1)c1cccc(N2C(=O)CCC2=O)c1 | 3% | -6% | · | 8% | · | 0.4 | 61 | · | -0.9% | 1.0%[50 µM]
COC(=O)C1=C(C)Nc2c(c(=O)n(C)c(=O)n2C)C1c1cccs1 (stereo unspecified) | 0% | -3% | 5% | -110% | 1% | -1.0 | 39 | 0.6% | -1.2% | 4.5%
CC1(C)CC(=O)C2=C(C1)N=C1SCCC(=O)N1C2c1ccccc1 (stereo unspecified) | 3% | -2% | -4% | 13% | -4% | -0.5 | 49 | -0.3% | 0.7% | 0.1%
CCCNC(=O)C1CCN(S(=O)(=O)c2ccc3c(c2)OCCO3)CC1 | 4% | 0% | · | 6% | · | -0.5 | 63 | · | -0.5% | 0.6%[50 µM]
O=C(COC(=O)c1cccs1)Nc1ccc(F)c(F)c1 | 4% | -9% | · | · | · | -1.6 | 63 | · | 0.8% | 0.6%[50 µM]
CCn1cc(C(=O)NC(C)C23CC4CC(CC(C4)C2)C3)cn1 (stereo unspecified) | 0% | -6% | -11% | 6% | 3% | 0.3 | 54 | -0.4% | 0.6% | 1.1%[50 µM]
CCN(C(=O)CSc1nnc(Nc2cccc(C)c2C)s1)C1CCS(=O)(=O)C1 (stereo unspecified) | 6% | -4% | 0% | 1% | -5% | 0.5 | 55 | -0.8% | 3.6% | 0.6%
CN(C)C(=O)c1nc2ccc(Cl)cn2c1CN1CCCC(OCc2ccccc2)C1 (stereo unspecified) | 8% | 3% | 4% | 11% | 6% | -0.4 | 36 | -0.9% | 1.6% | -0.8%
Cc1ccc(N=Cc2cc(Cc3ccccc3Cl)cc([N+](=O)[O-])c2O)c(O)c1 | 20% | 3% | 25% | 21% | 8% | 3.2 | 78 | 0.1% | 15% | 0.0%
O=C(OCc1nnc(-c2ccccc2)o1)c1ccc(-n2cnnn2)cc1 | -1% | -9% | · | 14% | · | -0.3 | 56 | · | -1.1% | 0.5%[50 µM]
COc1cccc(CNc2nnnn2C)c1OC | -11% | -3% | 10% | 5% | 0% | 0.1 | 46 | -0.1% | 0.0% | -1.4%
Cc1cccc(C(=O)Nc2cccc(NC(=O)c3ccccc3)c2)c1 | 4% | -5% | 8% | 11% | -2% | -0.8 | 69 | -1.0% | 7.6% | 0.3%
CCOC(=O)N1C=CC(C)=C[C@@H]2[C@@H](N3C(=O)c4ccccc4C3=O)C(=O)N21 | 7% | -7% | 18% | 11% | 3% | 3.3 | 43 | 0.1% | 1.0% | 1.5%[50 µM]
Cc1cccc(NC(=O)C2CCN(c3nc(C)cc(C)n3)CC2)c1 | 8% | 0% | -4% | 22% | 3% | -1.4 | 71 | -0.5% | -0.6% | 0.2%
O=C1NC(=S)N/C1=C\c1cccnc1 | -1% | -5% | -11% | 7% | -3% | 0.2 | 40 | 0.1% | 2.2% | -2.8%
Nc1cc[n+](CC(=O)c2ccc3c(c2)OCCO3)cc1 | 4% | -1% | 1% | -2% | -9% | 0.1 | 83 | -0.4% | 9.3% | 0.3%
N#CCCN(Cc1cccnc1)S(=O)(=O)c1ccc2ccccc2c1 | 9% | 5% | · | · | · | 0.8 | 58 | · | 2.3% | 0.9%[50 µM]
COc1ccc(NC(=O)c2cc3c(=O)n4ccccc4nc3n2C)c(OC)c1 | 3% | 0% | 30% | 13% | 9% | 1.9 | 61 | -0.3% | 0.1% | 0.1%

Four entries out of the list, sorted by length of the SMILES, low to high.
SMILES | MgcRacGAP inhibition | NS5 inhibitors | AID2073 | SV40 large T antigen | Siah-1 displacement | NTR1 agonist | NTR1 agonist cell count 20 µM | West Nile antiviral | RSV antiviral HEp-2 | K1F lysis inhibition | others
O=C1NC(=S)N/C1=C\c1cccnc1 | -1% | -5% | -11% | 7% | -3% | 0.2 | 40 | 0.1% | 2.2% | -2.8%
Cc1cccc(NC(=O)C2CCN(c3nc(C)cc(C)n3)CC2)c1 | 8% | 0% | -4% | 22% | 3% | -1.4 | 71 | -0.5% | -0.6% | 0.2%
CCCNC(=O)C1CCN(S(=O)(=O)c2ccc3c(c2)OCCO3)CC1 | 4% | 0% | · | 6% | · | -0.5 | 63 | · | -0.5% | 0.6%[50 µM]
CCOC(=O)N1C=CC(C)=C[C@@H]2[C@@H](N3C(=O)c4ccccc4C3=O)C(=O)N21 | 7% | -7% | 18% | 11% | 3% | 3.3 | 43 | 0.1% | 1.0% | 1.5%[50 µM]

Following part.
SMILES | MgcRacGAP inhibition | NS5 inhibitors | AID2073 | SV40 large T antigen | Siah-1 displacement | NTR1 agonist | NTR1 agonist cell count 20 µM | West Nile antiviral | RSV antiviral HEp-2 | K1F lysis inhibition | others
Cc1ccc(CSc2nnc(C)c(=O)n2N)cc1 | 3% | -7% | 3% | 7% | -5% | 0.5 | 73 | ? | 0.5% | 1.9%[50 µM]
CC(=O)c1ccc(N2CCN(C(=O)c3cc(-c4ccc5c(c4)OCO5)nc4ccccc34)CC2)cc1 | 5% | -1% | 24% | 12% | 0% | 0.6 | 60 | 0.8% | 3.4% | 0.7%
CN(Cc1c(F)cccc1Cl)C(=O)c1ccc2ccccc2n1 | 6% | -6% | 1% | 6% | 4% | -1.6 | 43 | -1.0% | 6.3% | -0.4%
CCOC(=O)c1c(NC(=O)C2Cc3ccccc3C(=O)O2)sc2c1CCCC2 (stereo unspecified) | -13% | -5% | · | 13% | · | 8.8 | 53 | · | -0.6% | -0.2%
O=C(OCC(=O)c1cccs1)c1ccc(NC(=O)c2ccco2)cc1 | 4% | 0% | 4% | 3% | -10% | 4.2 | 77 | 0.1% | 2.3% | 0.0%
Cc1c(Cc2ccccc2)c(=O)oc2c(C)c(OCC(=O)NCc3ccccn3)ccc12 | 0% | 9% | 12% | 8% | 11% | 3.6 | 46 | -0.1% | 3.4% | 1.0%
Cc1cccc(Cc2c(C)nc3nc(SCC(=O)NCc4ccco4)nn3c2C)c1 | 9% | 2% | -10% | 24% | -1% | -2.2 | 78 | -1.8% | 5.3% | -0.1%
COc1cccc2cc(C(=O)Nc3ccccc3C)/c(=N/NS(=O)(=O)c3ccccc3)oc12 | -3% | -12% | 3% | · | 4% | 0.8 | 58 | 0.1% | 7.5% | 0.1%
O=C1c2cccnc2Nc2ccccc2N1CCCF | 5% | -7% | 8% | 6% | 2% | 1.3 | 59 | -0.1% | 0.9% | 0.2%
COc1ccc(C2CC(=O)Nc3cc(OC)c(OC)cc32)cc1Br (stereo unspecified) | -4% | -5% | 16% | 15% | 5% | -0.4 | 60 | -0.3% | 1.6% | 0.0% | NS5 inhibitors pilot replicate=-0.3
O=C(O)/C=C/c1ccc2noc(-c3ccccc3)c2c1 | 8% | -5% | 10% | 20% | -4% | -1.1 | 69 | -0.1% | -1.8% | 0.3%
Cc1cc(C)cc(NS(=O)(=O)c2csc(C(N)=O)c2)c1 | 5% | -1% | 22% | 0% | -4% | 0.8 | 94 | 0.0% | 0.2% | 0.4%
Cc1nnc(SCC(=O)Nc2ncc(Cc3ccc(F)cc3)s2)n1N | 14% | · | 42% | -1% | 1% | -1.3 | 47 | 0.1% | 1.4% | 0.2%
Cc1ccc(/C=C2/SC(=O)NC2=S)o1 | 29% | ? | 44% | >100µM* | 57% | 0.1 | 30 | -0.6% | · | 1.4%
CN(C)S(=O)(=O)c1ccc2nnn(OCC(=O)NC34CC5CC(CC(C5)C3)C4)c2c1 | 7% | 0% | 4% | -3% | 11% | 0.8 | 50 | -0.2% | 9.8% | 0.1%
CCOC(=O)c1c(C)oc2cc(Br)c(OC)cc12 | 5% | -1% | 21% | 12% | 8% | 9.7 | 90 | -0.8% | ? | 0.6% | NS5 inhibitors pilot replicate=0.6
C=CCN(CC=C)S(=O)(=O)c1ccc(NC(=S)NC(=O)Cc2ccc(OC)cc2)cc1 | 1% | -3% | 7% | 2% | 2% | 0.8 | 69 | 0.3% | -2.2% | 7.4%
CC(=O)N1CCc2cc(S(=O)(=O)CCC(=O)N(C)c3cc(C)ccc3C)ccc21 | 3% | 2% | -11% | 5% | -5% | -1.6 | 61 | 0.0% | 1.1% | 0.2%
CCCC(=O)N(CCN1CCOCC1)c1nc2c(OCC)cccc2s1 | 0% | -7% | 1% | 12% | 2% | -0.1 | 51 | 0.3% | 1.0% | 0.2%
COc1ccc(/C=N/NC(=O)CSCc2ccc([N+](=O)[O-])cc2)cc1OC | -3% | 2% | 21% | 11% | 1% | 0.9 | 58 | -0.3% | 3.1% | -0.2%
CSc1ccccc1NC(=O)CN(C)CC(=O)c1c(C)[nH]c2ccccc12 | 7% | -9% | · | · | · | -2.9 | 49 | · | 1.7% | -0.1%[50 µM]
COc1cccc(Cn2c(=O)c3[nH]cnc3n(-c3ccccc3C)c2=O)c1 | -3% | -7% | 17% | 9% | -1% | 1.0 | 48 | 0.1% | · | 8.9%
C=CCN1C(=O)/C(=C\c2cc(Br)c(OCc3ccccn3)c(OC)c2)SC1=S | 6% | -7% | 40% | 15% | 1% | 3.8 | 91 | 1.0% | 7.6% | 0.0%
CC(C)c1cc(C(C)C)c(S(=O)(=O)N2c3ccccc3[C@@]3(Br)C[C@H]4C(=O)N[C@@H](Cc5ccccc5)C(=O)N4[C@@H]23)c(C(C)C)c1 | · | · | · | 15% | · | 8.1 | 101 | 2.1% | -0.1% | ·
CCOC(=O)c1c(C)[nH]c(C(=O)OCc2ccccc2)c1C | 6% | -2% | 15% | 6% | -4% | 4.0 | 62 | -0.8% | 17% | 1.1%
